aSyn yeast inh: qHTS of alpha-syn Inhibitors. Yeast expressing alpha-synuclein, growth rescue, BacTiter-Glo, 24 h. Potency, µM (top dose mostly 46.1 µM), inactives show at the top dose growth rescue (activation), actives largely listed as activators. 0.14% of 370,000 active. AID 652106, 2013; further: potency means the concentration at half of the fitted maximal effect; % of control where 0% means no effect; nearly all actives have a fitted effect of over 65% in size
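Screening used galactose-induced yeast with toxic alpha-synuclein levels, exposed to compound for 24 hr at 30 deg C. Cell growth, read with BacTiter-Glo luminescence, gave the measured signal.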
EPAC1 antag: qHTS for Antagonist of cAMP-regulated guanine nucleotide exchange factor 3 (EPAC1): primary screen. AID 720709, 2013. EPAC1 GEF assay, Rap1b-BODIPY-GDP exchange fluorescence. 0.14% of 360,000 active. Potency, µM (top dose mostly 115 µM), for the others: top-dose activity change, negative = inhibition, most hits filed as inhibitors;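 further: potency means the concentration at half of the fitted maximal effect; plate controls were vehicle for no effect and positive control for full effect; nearly all actives have a fitted effect of over 50% in size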
Target sequence (O95398 whole entry, looked up): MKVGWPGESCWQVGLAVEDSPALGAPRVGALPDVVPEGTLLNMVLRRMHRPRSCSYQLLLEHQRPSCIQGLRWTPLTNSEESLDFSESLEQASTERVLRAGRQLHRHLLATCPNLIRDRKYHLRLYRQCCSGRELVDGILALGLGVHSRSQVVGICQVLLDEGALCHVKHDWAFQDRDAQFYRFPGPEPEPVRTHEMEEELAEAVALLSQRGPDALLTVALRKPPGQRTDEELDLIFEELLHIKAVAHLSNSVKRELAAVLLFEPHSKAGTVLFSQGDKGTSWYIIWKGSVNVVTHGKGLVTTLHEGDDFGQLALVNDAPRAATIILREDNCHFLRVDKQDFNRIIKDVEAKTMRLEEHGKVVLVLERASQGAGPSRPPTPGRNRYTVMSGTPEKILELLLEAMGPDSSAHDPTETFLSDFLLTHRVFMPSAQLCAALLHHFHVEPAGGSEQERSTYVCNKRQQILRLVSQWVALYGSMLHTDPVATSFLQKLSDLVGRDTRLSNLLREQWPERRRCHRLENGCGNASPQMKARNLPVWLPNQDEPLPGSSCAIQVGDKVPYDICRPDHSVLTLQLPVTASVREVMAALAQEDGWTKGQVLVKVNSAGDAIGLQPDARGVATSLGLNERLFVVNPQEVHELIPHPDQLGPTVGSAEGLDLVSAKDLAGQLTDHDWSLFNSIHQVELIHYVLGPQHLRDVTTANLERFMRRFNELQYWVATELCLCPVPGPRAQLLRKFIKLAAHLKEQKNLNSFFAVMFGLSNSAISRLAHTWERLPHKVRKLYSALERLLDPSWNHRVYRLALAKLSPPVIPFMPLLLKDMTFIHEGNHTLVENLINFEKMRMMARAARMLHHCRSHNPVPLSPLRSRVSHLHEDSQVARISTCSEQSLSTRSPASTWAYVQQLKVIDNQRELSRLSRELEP
WRN helicase inh: qHTS for Inhibitors of WRN Helicase | Potency, µM (series often up to 114 µM), for the others: top-dose activity change, negative = inhibition, most hits filed as inhibitors | AID 651768, 2012 | WRN helicase unwinding, fluorescent forked duplex, kinetic | 0.46% of 360,000 active | Bifunctional 3'-5' exonuclease/ATP-dependent helicase WRN (Homo sapiens), Q14191; further: potency means the concentration at half of the fitted maximal effect; on the % scale 0 is the no-effect control and ±100 the full control effect; nearly all actives have a fitted effect of over 55% in size
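Primary qHTS, 1536-well format. 20 nM WRN + compound, 15 min RT; start with 100 nM forked fluorophore/quencher duplex, 2 mM ATP (final); kinetic read ex 525/em 598 nm.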
EPAC1 ag: qHTS for Agonist of cAMP-regulated guanine nucleotide exchange factor 3 (EPAC1): primary screen; Potency, µM (titrated, usually from 154 µM), for the others: at the top dose activation, most hits filed as activators; 0.073% of 360,000 active; AID 720707, 2013; EPAC1 agonist qHTS, biochemical assay; response scale: 100% = response to 6.5 mM cAMP; further: potency means the concentration at half of the fitted maximal effect; nearly all actives have a fitted effect of over 60% in size
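Fluorescent GDP-exchange assay: 100 nM EPAC1 with 250 nM Rap1B preloaded with BODIPY-GDP and 50 uM GDP; compounds tested as concentration series, 5 min at room temperature, then read every 5 min for 30 min (ex 480/em 540 nm); normalized to 6.5 mM cAMP.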
IL2 activator: qHTS of IL-2 Activators; IL-2 activation reporter assay, cell-based qHTS; stimulated with anti-CD3/CD4/CD28 beads; in transgenic mouse T cells; activation, % (series mostly up to about 46 µM); 0.065% of 360,000 active; AID 652025, 2013; in the data active means activation above about 50%; inconclusive means mostly about 30% to 49%; further: 0% is about no effect
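Unstimulated transgenic mouse T cells, 750 per well, received compound and, after 60 minutes, anti-CD3/anti-CD4 bead plus anti-CD28 stimulation. EGFP and DsRed were quantified after 18 hours.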
PLK1 PBD block: qHTS for Inhibitors of PLK1-PDB (polo-like kinase 1 - polo-box domain): Primary Screen; 2.8% of 360,000 active; Serine/threonine-protein kinase PLK1 (Homo sapiens), P53350; Plk1 PBD binding of FITC phosphopeptide, fluorescence polarization; Potency, µM, inactives show max response, negative = inhibition, hits mostly inhibitors; further: potency means the concentration at half of the fitted maximal effect; series mostly up to about 57 µM; on the % scale 0 is the no-effect control and ±100 the full control effect; nearly all actives have a fitted effect of over 65% in size
Abeta yeast res: qHTS for compounds that reverse cellular toxicity of Amyloid beta (A-beta) peptide in yeast: Primary Screen; yeast expressing A-beta42, growth rescue, OD600, 48 h; response scale: 0% DMSO, 100% iron-clioquinol control; 0.063% of 410,000 active; Potency, µM (highest dose often 46.1 µM), for inactives: top-dose growth rescue, hits mostly activators; further: potency means the concentration at half of the fitted maximal effect; nearly all actives have a fitted effect of over 55% in size
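Yeast growth medium received pinned compounds, then yeast cells expressing toxic A-beta were added; plates incubated at 30 C for 48 hr. Growth read as absorbance at 600 nm, normalized to DMSO and equimolar FeCl3 plus clioquinol controls.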
PI5P4Ka inh: qHTS for Inhibitors of phosphatidylinositol 5-phosphate 4-kinase (PI5P4K); PI5P4Kalpha enzyme, ADP-Glo luminescence, 60 min; stronger effect = lower value; 1.2% of 330,000 active; Phosphatidylinositol 5-phosphate 4-kinase type-2 alpha (Homo sapiens), P48426; max response, %; active means max response of -50% or lower; inconclusive means between -30% and -50%; inactive means -30% or higher; further: value at the top dose of about 77 µM; on the % scale 0 is the no-effect control and ±100 the full control effect
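Enzyme plus substrate dispensed, test compounds pinned in, then ATP (5 microM final) added. After 60 min at RT, ADP-Glo reagent 1 for 45 min and reagent 2 for 30 min preceded luminescence imaging.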
FUS suppressor: qHTS for Suppressors of FUS Proteinopathy: Primary screen using FUS-linked yeast assay. Potency, µM (titrated, usually from 76.6 µM), without a hit: at the top dose growth rescue (activation), hits mostly activators. 0.24% of 390,000 active. S. cerevisiae FUS-expressing, growth rescue, OD600, 24 h. AID 1347120, 2019;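 further: potency means the concentration at half of the fitted maximal effect; plate controls were DMSO vehicle for no effect and reference control for full effect; nearly all actives have a fitted effect of over 55% in size; some results filed as inactive show a strong effect at the top dose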
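Restored growth of FUS-toxic S. cerevisiae, read as 600 nm absorbance after 24 h at 30C in galactose medium (starting OD 0.005). Controls CP55940 and DMSO.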
An asterisk follows results filed as active; ? = inconclusive; / = not tested or not shown; & = joins results of further samples; [ ] = another dose, or the depositor's remark. Unless noted, the call rests on the fitted dose curve; in most records, active means well fitted curve in the direction sought with a large enough effect; inconclusive means small, poorly fitted or top-dose-only effect, or another doubt; inactive means no such curve, though single readings can be large; an effect the other way counts as inactive or inconclusive.

mol,PI5P4Ka inh,IL2 activator,Abeta yeast res,WRN helicase inh,PLK1 PBD block,aSyn yeast inh,EPAC1 antag,EPAC1 ag,FUS suppressor
CC1(C2CC2)NC(=O)N(CC(=O)N2CCN(c3ccc(F)cc3)CC2)C1=O (stereo not given),22,6.2,9%,2%,1%,7%,9%,-4%,-14%
COc1ccc(C(=O)N2CCC(N3CCN(c4ccccc4)CC3)CC2)cc1,3,0.1,19%,-12%,4%,-3%,-5%,-4%,-16%
Cn1cc(CN2CCN(c3ccccc3)CC2)c2ccccc21,/,-0.7,-7%,4%,-6%,0%,-3%,11%,3%
COc1ccc(C(=O)COC(=O)C2CC3CCCC(C2)C3=O)cc1Br (stereo not given),6,-4.5,-15%,5%,-2%,-3%,0%,9%,6%
Cc1ccc(OCCOCCN2CCN(C)CC2)c([N+](=O)[O-])c1,0,-3.4,-13%,14%,-8%,-7%,-1%,7%,-22%
CCC(=O)Nc1ccc2c(c1)N(C(C)=O)c1ccccc1CC2,-8,0.0,-12%,-29%,-9%,2%,3%,7%,24%
O=C(N/N=C/c1c(Cl)[nH]c2ccccc12)c1sc2ccccc2c1Cl,3,-0.1,6%,-4%,11%,-17%,-7%,6%,/
CCC(C)NC(=O)[C@@H]1CSC2c3ccccc3C(=O)N21 (stereo not given in full),13,-3.2,-7%,1%,-28%,3%,8%,9%,15%
CCOc1ccc2c(c1)/C(=N/N1C(=O)c3ccccc3C1=O)C(=O)N2,8,-0.9,7%,-1%,-10%,2%,-9%,-14%,8%
C/C(=N/NC(=O)c1cccs1)c1ccc(NC(=O)COc2ccc(Cl)cc2Cl)cc1,-13,0.8,-9%,-1%,-5%,-4%,11%,1%,15%
O=C(COC(=O)c1cc([N+](=O)[O-])ccc1N1CCOCC1)Nc1ccccc1OC(F)F,5,-3.8,4%,-7%,-7%,0%,-1%,6%,13%
O=S(=O)(CS(=O)(=O)Oc1ccccc1)Oc1ccccc1,-11,-0.1,-13%,-8%,21µM*,-2%,1%,4%,/
O=C(Nc1ccc(F)cc1)c1ccc(C(=O)N2CCOCC2)cc1,0,0.0,-2%,2%,-2%,2%,-15%,2%,-10%
O=C(CSc1nc(-c2ccccc2)cs1)N1CCN(C(=O)c2ccco2)CC1,/,2.8,9%,-16%,-8%,1%,-8%,-3%,30%
COc1ccc2c(c1)C(=O)C1NC(=O)NC(=O)C1(Br)N2 (stereo not given),1,0.8,3%,-8%,3%,1%,3%,1%,-4%
CSCCC(NC(=O)c1ccc([N+](=O)[O-])cc1Cl)C(=O)OCC(=O)N1CCN(C(C)=O)CC1 (stereo not given),6,-0.8,-1%,-5%,-9%,-1%,-7%,6%,8%
CCCCCC(=O)N1CC2(CC(c3cccc(NC(=O)c4ccccc4)c3)=NO2)C[C@@H]1C(N)=O (stereo not given in full),-1,0.0,-5%,-1%,2%,1%,-9%,-5%,17%
CC(Oc1ccccc1)C(=O)OCC(=O)Nc1ccc2c(c1)OCO2 (stereo not given),-8,1.6,?,-8%,1%,-2%,-5%,3%,19%
CCOC(=O)C1CCCN(C(=O)c2ccc3c(c2)CCO3)CC1 (stereo not given),-6,0.4,-13%,-4%,-7%,1%,3%,-3%,-19%
O=C1C(Cc2ccccc2)Nc2ncnc(N3CCOCC3)c2N1Cc1ccccc1 (stereo not given),3&0,-2.5&-0.6,4%&17%,0%&-15%,-8%&-4%,9%&3%,-5%&20%,-5%&-4%,2%&-4%
O=[N+]([O-])c1cc(Cl)ccc1NCCNS(=O)(=O)c1ccccc1,5,0.3,10%,5%,-14%,0%,11%,-37%[inhibitor],-2%
Cc1sc2c3ccsc3ccc2[n+]1C,-29,-0.7,?,?,11µM*,2%,-6%,1%,36%
COC(=O)c1cnc(NC(=O)C2(C)CCCN(C(C)=O)C2)s1 (stereo not given),-2,-0.1,9%,4%,0%,0%,26%,1%,-15%
Cc1ccc(C(=O)N2CCN(c3ccc(NC(=O)c4cc(C)cc(C)c4)cc3)CC2)cc1,10,-1.2,4%,5%,1%,5%,-9%,-4%,/
COc1ccc(C(=O)/C=C/c2ccc(O)cc2)c(O)c1CC=C(C)C,49,-4.0,-86%[inhibitor],-8%,-11%,-71%[inhibitor],-19%,-8%,?
O=C(CCc1ccccc1)N/N=C/c1cccc(O)c1,1,-0.3,-2%,-4%,2%,-9%,-8%,-9%,-26%
CC(C)CCC(C)NC(=O)c1ccc2nccnc2c1 (stereo not given),0,-2.6,2%,2%,1%,-1%,9%,-5%,-5%
CCCCCC(=O)NNC(=S)NC(=O)c1ccccc1[N+](=O)[O-],-23,1.7,?,1%,-9%,16%,-2%,1%,24%
Cn1c(=O)cc(SCC(=O)NCCC2=CCCCC2)c2cc(Cl)ccc21,-2,-2.2,-1%,4%,-17%,-4%,9%,8%,13%
Cc1nc2ccccc2c2oc(C(=O)NC3CC3)cc12,-3,-3.3,-15%,4%,-3%,-2%,4%,-9%,-20%
CCN(CC)C(=O)c1cn(CCC#N)nc1-c1ccc(F)cc1,6,-1.9,-10%,-1%,-1%,0%,9%,-7%,17%
O=C(Nc1nccs1)c1ccc(Cl)c(S(=O)(=O)N2CCCCC2)c1,1,0.2,21%,-15%,-5%,0%,3%,26%,1%
Cn1c(=O)c2ncn(CC(=O)Nc3nc(-c4ccc(Cl)cc4)cs3)c2n(C)c1=O,3,-2.9,-1%,3%,-22%,-1%,-13%,3%,-25%
CSc1ncccc1C(=O)OCc1nc2ccsc2c(=O)[nH]1,-6,0.5,8%,-3%,1%,12%,5%,-8%,2%
CCCC(=O)N1CCC1(C)C(=O)NS(=O)(=O)c1ccc(C#N)cc1 (stereo not given),0,1.5,-1%,3%[57.1 µM],3%,-1%,-2%,0%,-2%
COc1ccc(CN2C[C@@H](CO)O[C@@H](n3cnc4c(NCCO)ncnc43)C2)cc1,6,-0.7,-6%,-1%,-4%,-4%,-6%,19%,-7%
Cc1cc(=O)n(Cc2ccco2)c(=S)[nH]1,1,-0.6,6%,10%,-14%,0%,14%,-10%,-37%
COc1ccccc1CN(C)C(=O)c1cnc(C)cn1,7,-0.4,-15%,-6%,-9%,-7%,6%,9%,-24%
CCC(C)N1CCC(Oc2ccc(C(=O)NCc3ccccn3)cc2)CC1 (stereo not given),1,-0.5,-7%,-21%,-18%,-1%,9%,-27%,27%
Cc1ccc(C2(c3ccc(C)cc3)CC2C(=O)NC(C)C)cc1 (stereo not given),2,0.0,6%,1%,-8%,-1%,1%,-1%,11%
COc1ccc(N2CCN(C(=O)c3ccc(N4CCCCS4(=O)=O)cc3)CC2)cc1,-3,-2.2,9%,-6%[57.1 µM],-9%,-7%,5%,-5%,24%
CC(c1ccccc1)N(CCC(c1ccccc1)C1CCOC(C)(C)C1)C(=O)c1ccco1 (stereo not given),-1,0.3,-5%,-5%,-4%,-7%,-11%,-7%,/
O=C(CN1CCCCCC1=O)OCc1ncc(-c2ccccc2)o1,0,-1.9,4%,-5%,-5%,0%,-5%,6%,-5%
Cc1ccc(CNc2nc(NCC3CC3)nc3ccsc23)c(C)c1,?,-0.7,-8%,-9%,2%,-11%,-12%,-4%,4%
Oc1cccc2oc(=S)[nH]c12,-14,1.9,-3%,11%,-10%,5%,-10%,-3%,-37%
CN(C)Cc1c(C(C)(C)O)[nH]c2ccc(C(F)(F)F)cc12,2,0.5,-7%,3%,-4%,-2%,-7%,-7%,-2%
Cc1ccccc1-n1ccnc1SCC(=O)NCC1CCCO1 (stereo not given),-5,0.8,7%,-1%,-5%,-8%,-15%,-3%,13%
COc1ccc2c(c1OC)CCC2=O,/,-0.9,-11%,7%,-6%,-8%,10%,-1%,19%
CC(C)OC(=O)c1ccc(NC(=O)C2C3CC4OC(=O)C2C4C3)cc1 (stereo not given),-5,-1.8,29%,-3%,?,-13%,1%,7%,-9%
O=C(NCc1ccccc1)c1ccc2nnsc2c1,3,-0.5,?,-3%,-13%,-25%,5%,-2%,13%
Cc1ccc(-n2c(C)cc(C(=O)COc3cccnc3[N+](=O)[O-])c2C)cc1,1,-2.7,-4%,-4%,0%,-7%,?,10%,21%

Record cards, from the list above.
`COc1ccc(C(=O)/C=C/c2ccc(O)cc2)c(O)c1CC=C(C)C` is entered as PI5P4Ka inh: 49; IL2 activator: -4.0; Abeta yeast res: -86%[inhibitor]; WRN helicase inh: -8%; PLK1 PBD block: -11%; aSyn yeast inh: -71%[inhibitor]; EPAC1 antag: -19%; EPAC1 ag: -8%; FUS suppressor: ?
`Cc1ccc(-n2c(C)cc(C(=O)COc3cccnc3[N+](=O)[O-])c2C)cc1` is entered as PI5P4Ka inh: 1; IL2 activator: -2.7; Abeta yeast res: -4%; WRN helicase inh: -4%; PLK1 PBD block: 0%; aSyn yeast inh: -7%; EPAC1 antag: ?; EPAC1 ag: 10%; FUS suppressor: 21%

Bioassay records (PubChem)
